Screens (PubChem BioAssay)
RPL19A-GFP yeast: RPL19A-GFP expression modulators in yeast, primary screen, cell-based, S. cerevisiae, multiplex flow cytometry, MLPCN | AID 2025, 2009 | percent response vs DMSO, % at 10 µM | 330,000 compounds, 0.3% hits | S. cerevisiae RPL19A-GFP strain, 3 h; hits give low values;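 active means percent response vs DMSO below 50%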;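 further: median channel GFP fluorescence of the barcoded RPL19A-GFP strain; ratio of sample median GFP to plate DMSO average so 100% = DMSO; lower means less RPL19A-GFP as with rapamycin TOR inhibition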
CR mimetic SO: reduction of superoxide in aged yeast, primary screen, HTS; superoxide response (% of plate mean), % at 10 µM; AID 2690, 2010; 330,000 compounds, 0.18% hits; S. cerevisiae aged cells, superoxide DHE fluorescence; hits give low values;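 active means superoxide response under a set limit, about three screen SD below normal, cut at about 65% in these data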;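 further: yeast aged for seven days with compound at 30 °C before DHE staining; 100% = average MFI of all compound-treated wells on the plate with controls excluded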
AHR act: AHR activators, primary screen, cell-based, luminescence, luciferase reporter, human. Aryl hydrocarbon receptor (Homo sapiens), P35869. AHR-responsive luciferase reporter cells. activation, % at 5 µM. 320,000 compounds, 2.5% hits. AID 2796, 2010; in the data active means activation above about 47%;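 further: 0% = vehicle wells and 100% = reference agonist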
proCasp7 act: procaspase-7 activators, primary screen, counter-screen for procaspase-3 activator project, biochemical, absorbance, HTS, human. Caspase-7 (Homo sapiens), P55210. recombinant procaspase-7, Ac-DEVD-pNA absorbance 405 nm; D23A/D198A/D206A triple mutant, cannot self-cleave; scale: DMSO 0, 5 µM enzyme 100. activation, % at 8.5 µM. 330,000 compounds, 0.093% hits;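 active means percent activation above the screen-wide mean plus 3 SD, cut at about 25% in these data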
Target sequence (P55210 whole entry D23A/D198A/D206A): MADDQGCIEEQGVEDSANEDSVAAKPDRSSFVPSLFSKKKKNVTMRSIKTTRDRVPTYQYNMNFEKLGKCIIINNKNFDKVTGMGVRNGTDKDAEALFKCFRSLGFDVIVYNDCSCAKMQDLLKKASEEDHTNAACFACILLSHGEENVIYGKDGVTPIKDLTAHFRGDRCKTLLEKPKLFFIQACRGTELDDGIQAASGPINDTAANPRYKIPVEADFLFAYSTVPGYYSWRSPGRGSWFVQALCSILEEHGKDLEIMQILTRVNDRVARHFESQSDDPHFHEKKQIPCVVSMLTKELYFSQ
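Test system: Procaspase-7 triple mutant (PC-7 D3A). Also added: Ac-DEVD-pNA substrate, 400 µM as added. Schedule: 1 h enzyme–compound preincubation and 2 h substrate reaction, both 25 °C. Signal: p-Nitroaniline absorbance at 405 nm, read at 0 and 120 min. Control set: low DMSO alone, high DMSO plus 5 µM PC-7.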
LAP4-GFP MLPCN: modulators of LAP4-GFP expression in yeast, primary screen, S. cerevisiae, multiplex flow cytometry, MLPCN library; GFP response vs DMSO, % at 10 µM; AID 2023, 2009; 3 h; median GFP as percent of DMSO wells; 320,000 compounds, 0.34% hits;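 active means GFP response vs DMSO above a set limit, about the screen mean plus 3 SD, cut at about 150% in these data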
MEP2 TOR yeast: modulators of MEP2-GFP levels in yeast, primary screen, S. cerevisiae, multiplex flow cytometry, MLPCN library. S. cerevisiae MEP2-GFP strain, 3 h; 100% = DMSO control level. GFP response vs DMSO, % at 10 µM. 330,000 compounds, 0.51% hits;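 active means GFP response versus DMSO above a set limit, roughly screen mean plus 3 SD, cut at about 180% in these data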;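 further: median GFP fluorescence of the barcode-gated MEP2-GFP cells per well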
JMJD2C inh: inhibitors of GASC-1 histone demethylase, primary screen, biochemical, fluorescence, DELFIA europium; 330,000 compounds, 0.069% hits; Lysine-specific demethylase 4C (Homo sapiens), Q9H3R0; GST-JMJD2C(1-420) H3K9me3 demethylation; inhibition, % at 2.35 µM;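 active means more than half of a compound's replicate wells show inhibition beyond 50%, single wells judged on their own value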;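 further: signal counts dimethyl H3K9 product captured on neutravidin plate; 0% = median of DMSO wells and 100% = 0.3 times that DMSO median; strong numbers were not always called active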
Target sequence (Q9H3R0 1-420 limits assumed): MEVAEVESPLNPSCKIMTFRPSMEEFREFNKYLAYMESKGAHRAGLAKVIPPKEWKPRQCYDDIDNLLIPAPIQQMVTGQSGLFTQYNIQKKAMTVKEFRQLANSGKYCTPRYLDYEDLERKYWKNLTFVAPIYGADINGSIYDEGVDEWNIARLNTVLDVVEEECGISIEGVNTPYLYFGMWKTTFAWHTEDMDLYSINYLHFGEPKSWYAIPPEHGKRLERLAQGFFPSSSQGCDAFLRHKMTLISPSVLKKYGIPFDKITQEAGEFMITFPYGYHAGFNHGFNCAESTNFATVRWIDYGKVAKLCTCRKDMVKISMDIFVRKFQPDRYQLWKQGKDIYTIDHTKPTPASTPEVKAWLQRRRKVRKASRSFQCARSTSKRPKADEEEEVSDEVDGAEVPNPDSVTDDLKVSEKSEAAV
procasp3 activ: activators of human procaspase-3 D3A mutant, primary screen, biochemical, absorbance, PC-3 D3A mutant, single concentration; 330,000 compounds, 0.11% hits; recombinant procaspase-3 D3A, Ac-DEVD-pNA absorbance 405 nm; activation, % at 8.5 µM; Caspase-3 (Homo sapiens), P42574;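 active means activation above the mean of all tested compounds plus 3 SD, cut at about 21% in these data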;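 further: 0% = DMSO alone and 100% = DMSO wells spiked with extra 5 µM PC-3 D3A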
Target sequence (P42574 whole entry D9A/D28A/D175A): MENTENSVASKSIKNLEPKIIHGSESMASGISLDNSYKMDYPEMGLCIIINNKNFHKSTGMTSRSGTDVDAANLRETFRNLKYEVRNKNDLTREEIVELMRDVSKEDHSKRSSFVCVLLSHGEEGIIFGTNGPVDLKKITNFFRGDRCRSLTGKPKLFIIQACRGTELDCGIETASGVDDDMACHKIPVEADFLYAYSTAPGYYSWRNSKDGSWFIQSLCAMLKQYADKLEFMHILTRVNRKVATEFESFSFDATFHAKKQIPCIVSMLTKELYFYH
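Test system: Procaspase-3 D3A mutant, all three cleavage aspartates alanine | Dosing: Single dose, 8.5 µM nominal compound, 0.8% DMSO | Schedule: 1 h preincubation, 2 h reaction | Technique: 405 nm absorbance of p-nitroaniline, reads at 0 and 120 min | Repeats: One well per compound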
* marks the source's active call; other numbers are inactive results; / = not tested or not shown.

Assay codes – A = RPL19A-GFP yeast; B = CR mimetic SO; C = AHR act; D = proCasp7 act; E = LAP4-GFP MLPCN; F = MEP2 TOR yeast; G = JMJD2C inh; H = procasp3 activ
O=C(NCc1ccccn1)c1ccc2nc(C3CCCCC3)oc2c1
  A: 99 | B: 99 | C: 11 | D: 1 | E: 115 | F: 114 | G: 9 | H: 6

Cc1nn(CC(=O)OCC(=O)NC(C)c2ccccc2)c(C)c1[N+](=O)[O-] (stereo not drawn)
  A: 105 | B: 120 | C: 0 | D: 4 | E: 91 | F: 105 | G: 1 | H: 10

Cc1cc(OCC(O)CN)ccc1Cl (stereo not drawn)
  A: 128 | B: 71 | C: -1 | D: -1 | E: 108 | F: 104 | G: -2 | H: 5

Oc1ccccc1-n1nc2ccc3nonc3c2n1
  A: 96 | B: 95 | C: 76* | D: 9 | E: 94 | F: 98 | G: 3 | H: 0

CCOc1cc(NC(=O)c2ccco2)c(OCC)cc1NC(=O)c1ccco1
  A: 98 | B: 107 | C: 6 | D: -2 | E: 101 | F: 112 | G: 33 | H: 7

CCC(C)[C@H](NC(=O)c1cc2cc(Cl)ccc2n1C)C(=O)N1CCC(C(=O)O)CC1 (stereo partly drawn)
  A: 103 | B: 111 | C: 9 | D: 2 | E: 98 | F: 108 | G: -3 | H: 8

COc1ccc(C(=O)OCc2c(C)noc2C)cc1
  A: 95 | B: 90 | C: 1 | D: 1 | E: 109 | F: 92 | G: 15 | H: -2

O=C(CC1SC(N2CCOCC2)=NC1=O)Nc1cccc(C(F)(F)F)c1 (stereo not drawn)
  A: 110 | B: 88 | C: 2 | D: -5 | E: 108 | F: 108 | G: 10 | H: -2

Cc1c(C(=O)C(=O)NCc2ccco2)c2ccccc2n1C
  A: 92 | B: 121 | C: -2 | D: 8 | E: 91 | F: 92 | G: 16 | H: -4

CC(C)CNC1=CC(=O)CC(c2ccco2)C1 (stereo not drawn)
  A: 94 | B: 96 | C: 11 | D: 15 | E: 80 | F: 96 | G: -8 | H: 2

O=c1[nH]c(CNCc2cccnc2)nc2ccccc12
  A: 89 | B: 98 | C: 10 | D: 2 | E: 87 | F: 104 | G: 20 | H: 4

CC1CN(CCOCCSc2ccc(Cl)cc2)CC(C)O1 (stereo not drawn)
  A: 102 | B: 99 | C: 1 | D: 1 | E: 88 | F: 100 | G: 5 | H: 0

COc1cccc(CN2CCN(c3nc4nonc4nc3NC3CC3)CC2)c1
  A: 107 | B: 104 | C: -1 | D: -2 | E: 100 | F: 114 | G: 1 | H: 7

CCOc1c2ccoc2nc2c(OC)c(OC)ccc12
  A: 93 | B: 109 | C: 1 | D: 0 | E: 97 | F: 100 | G: 7 | H: 1

CNC(=S)NNC(=O)c1ccccc1F
  A: 97 | B: 92 | C: -4 | D: 2 | E: 88 | F: 105 | G: -4 | H: -1

CCOC(=O)c1ccc(NC(=O)Nc2ccn(C)n2)cc1
  A: 97 | B: 63* | C: -2 | D: -3 | E: 99 | F: 107 | G: -6 | H: -4

CCOC(=O)c1ccc(N2C(=O)[C@@H](c3ccccc3)[C@H]2c2ccccc2)cc1
  A: 94 | B: 99 | C: 0 | D: -10 | E: 100 | F: 94 | G: 4 | H: -2

O=C(COC(=O)/C=C/c1ccc([N+](=O)[O-])cc1)NCc1ccco1
  A: 101 | B: 89 | C: -1 | D: 7 | E: 95 | F: 105 | G: 23 | H: 2

CCOc1ccccc1N1CCN(Cc2ccc(Br)s2)CC1
  A: 105 | B: 110 | C: -3 | D: 0 | E: 87 | F: 109 | G: 3 | H: 19

O=C(Nc1ccc(-c2nc3ccccc3[nH]2)cc1)c1c(F)c(F)c(F)c(F)c1F
  A: 95 | B: 96 | C: -1 | D: 0 | E: 96 | F: 97 | G: 27 | H: -2

COc1ccc(CN2CCC(C(=O)c3ccc(Cl)cc3)CC2)cc1
  A: 91 | B: 95 | C: 0 | D: 6 | E: 88 | F: 123 | G: -28 | H: 4

COc1ccc2ccccc2c1/C=N/NC(=O)c1ccc([N+](=O)[O-])cc1
  A: 99 | B: 95 | C: 0 | D: -4 | E: 94 | F: 102 | G: -2 | H: 0

CCOC(=O)[C@H](CCc1ccccc1)N[C@@H](C)C(=O)N1CCC[C@@H]1C(=O)O
  A: 96 | B: 93 | C: 0 | D: 10 | E: 103 | F: 93 | G: / | H: 6

Cc1ccc(S(=O)(=O)N2CCN(C(=O)C3CCN(C(=O)c4ccccc4C)CC3)CC2)cc1C
  A: 93 | B: 83 | C: 4 | D: 0 | E: 90 | F: 97 | G: 58 | H: -6

O=C(OCc1cnc(Cl)s1)c1cccs1
  A: 102 | B: 111 | C: 0 | D: 2 | E: 98 | F: 102 | G: 1 | H: 1

O=C(C1=C[C@@H](c2ccc(Br)cc2)C[C@@H](OCCCCO)O1)N1CCN(Cc2ccccc2)CC1
  A: / | B: / | C: 7 | D: 0 | E: / | F: / | G: -20 | H: -7

Cc1cc(C)cc(NC(=O)Nc2cccnc2)c1
  A: 106 | B: 103 | C: / | D: / | E: 89 | F: 102 | G: 8 | H: /

CCOC(=O)CCCCC(=O)c1[nH]c(=O)[nH]c1CSc1nc(-c2ccccc2)c(C#N)c(=O)[nH]1
  A: 104 | B: 88 | C: 0 | D: 5 | E: 97 | F: 107 | G: -35 | H: -1

COc1cc(-c2noc(C)c2C(=O)NCCc2c[nH]c3ccccc23)cc(OC)c1OC
  A: 97 | B: 97 | C: 24 | D: 1 | E: 129 | F: 93 | G: -17 | H: 4

Oc1ccccc1CNn1cnnc1
  A: 110 | B: 97 | C: 1 | D: 10 | E: 112 | F: 107 | G: 0 | H: 4

CCN(Cc1cc2ccccc2[nH]c1=O)S(=O)(=O)c1ccc(OC)cc1
  A: 95 | B: 99 | C: 13 | D: 4 | E: 94 | F: 104 | G: 0 | H: -3

Cc1ccc(C2CC2c2n[nH]c(=S)n2-c2cccc(C)c2)cc1 (stereo not drawn)
  A: 102 | B: 96 | C: 1 | D: -25 | E: 104 | F: 101 | G: -5 | H: -9

CC(C)NC(=O)C(=O)NCCCN1CCOCC1
  A: 101 | B: 77 | C: 0 | D: 13 | E: 99 | F: 102 | G: 12 | H: 13

Cc1cc(C)cc(N)c1
  A: 104 | B: 83 | C: 0 | D: 9 | E: 112 | F: 98 | G: 14 | H: -3

O=C(NCCO)C(=O)c1c(-c2ccccc2)cc2ccccn12
  A: 101 | B: 92 | C: -2 | D: 3 | E: 104 | F: 101 | G: 91 | H: 0

Cc1ccc2nc(NCCCO)[nH]c2c1
  A: 92 | B: 103 | C: 21 | D: 8 | E: 95 | F: 107 | G: 7 | H: 8

O=C(c1ccc(F)cc1)N1CCOCC1
  A: 106 | B: 88 | C: -1 | D: 7 | E: 102 | F: 112 | G: -8 | H: 11

CC(O)CNc1nc2ccccc2n1CC(=O)NC12CC3CC(CC(C3)C1)C2 (stereo not drawn)
  A: 102 | B: 94 | C: -1 | D: 8 | E: 116 | F: 102 | G: 51* | H: 6

COc1ccc(NC(=O)CN(C)S(=O)(=O)c2ccc3c(c2)n(C)c(=O)c(=O)n3C)cc1
  A: 100 | B: 106 | C: 0 | D: 8 | E: 95 | F: 98 | G: -7 | H: 2

CC(=O)N1CCN(S(=O)(=O)c2cccc(C(=O)NCc3ccc(F)cc3)c2)CC1
  A: 97 | B: 114 | C: -1 | D: -5 | E: 95 | F: 102 | G: -7 | H: 0

COc1cc(C=Nc2cccc(C)c2)c(O)c([N+](=O)[O-])c1
  A: 105 | B: 99 | C: 3 | D: -11 | E: 95 | F: 103 | G: 5 | H: 12

O=C(NC1(Cc2ccccc2)CCN(CCc2cccs2)C1=O)c1ccccc1 (stereo not drawn)
  A: 91 | B: 104 | C: 1 | D: 15 | E: 92 | F: 94 | G: 4 | H: 9

CC(C)NC(=O)COc1ccc2c(c1)C(=O)CC(C)(C)O2
  A: 99 | B: 106 | C: 12 | D: 5 | E: 109 | F: 103 | G: -18 | H: 4

CN(CC(=O)NC(=O)NCc1ccccc1)CC(=O)Nc1ccc(Cl)c(Cl)c1
  A: 108 | B: 87 | C: -1 | D: 4 | E: 114 | F: 106 | G: 11 | H: 10

CCC(=O)N1CCN(c2ccc(NC(=O)c3ccccc3)cc2)CC1
  A: 98 | B: 89 | C: 0 | D: -9 | E: 104 | F: 109 | G: -11 | H: 2

Cc1nc(C(=O)Nc2cc(Cl)ccc2Cl)nn1-c1cc(OC(C)C)c(Cl)cc1Cl
  A: 100 | B: 94 | C: -1 | D: 9 | E: 102 | F: 101 | G: 4 | H: 5

CC(=O)Nc1ccc(C(=O)NNC(=O)c2ccc(Cl)cc2Cl)cc1
  A: 96 | B: 108 | C: -1 | D: -5 | E: 88 | F: 101 | G: -8 | H: 7

Nc1ccc(C(=O)OCc2nc3c(ccc4ccccc43)[nH]2)cc1
  A: 106 | B: 91 | C: 10 | D: 3 | E: 110 | F: 106 | G: 1 | H: 3

CN(C)c1ccc(/C=N/Nc2cc(N3CCOCC3)nc(N3CCOCC3)n2)cc1
  A: 104 | B: 111 | C: 8 | D: -5 | E: 88 | F: 99 | G: 11 | H: -3

Cn1cccc1C(C(=O)NC1CCCCC1)N(C(=O)Cc1cccs1)c1ccc2c(c1)OCO2 (stereo not drawn)
  A: 103 | B: 104 | C: -1 | D: -3 | E: 92 | F: 102 | G: 7 | H: -7

Compounds from the list above with bromine, in the order listed:
Assay codes – A = RPL19A-GFP yeast; B = CR mimetic SO; C = AHR act; D = proCasp7 act; E = LAP4-GFP MLPCN; F = MEP2 TOR yeast; G = JMJD2C inh; H = procasp3 activ
CCOc1ccccc1N1CCN(Cc2ccc(Br)s2)CC1
  A: 105 | B: 110 | C: -3 | D: 0 | E: 87 | F: 109 | G: 3 | H: 19

O=C(C1=C[C@@H](c2ccc(Br)cc2)C[C@@H](OCCCCO)O1)N1CCN(Cc2ccccc2)CC1
  A: / | B: / | C: 7 | D: 0 | E: / | F: / | G: -20 | H: -7

Additional compounds
Assay codes – A = RPL19A-GFP yeast; B = CR mimetic SO; C = AHR act; D = proCasp7 act; E = LAP4-GFP MLPCN; F = MEP2 TOR yeast; G = JMJD2C inh; H = procasp3 activ
O=C(Cn1nnc(-c2ccccc2-n2cnnn2)n1)c1ccccc1
  A: 97 | B: 100 | C: 0 | D: 8 | E: 102 | F: 105 | G: -1 | H: 10

Cc1cccc(-n2c(Cn3nc(C)c([N+](=O)[O-])c3C)n[nH]c2=S)c1
  A: 97 | B: 101 | C: 1 | D: -3 | E: 119 | F: 93 | G: 3 | H: 9

O=C(NCc1ccccc1)C1CC2CCCC(C1)C2=O (stereo not drawn)
  A: 100 | B: 257 | C: 8 | D: 9 | E: 101 | F: 109 | G: 12 | H: -5

CCCOc1ccc(-c2csc3nc[nH]c(=O)c23)cc1
  A: 105 | B: 99 | C: 10 | D: 3 | E: 94 | F: 114 | G: -13 | H: 3
